HIF act: HIF pathway transcriptional activation; AID 1910; activation, % at 7.5 µM (by protocol); U2OS HRE-luciferase reporter, luminescence; normalized: DMSO 0%, desferrioxamine 100%; 300,000 tested, 0.32% active;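 active = mean activation of at least 10% of the iron chelator positive control signal, with at least half of replicates also reaching 10%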
HSF1 inh: HSF1 inhibition; AID 2098; 300,000 tested, 0.77% active; activity change, negative = inhibition, % at 7.5 µM (by protocol); NIH3T3-HGL HSE-luciferase, MG132-induced, luminescence 8 h; hits give low values;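 active = more than half of replicate wells show activity change below -50%, luminescence cut by over half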;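 note: luciferase reports HSF-1 transcriptional activity via heat shock element; 0% = median of DMSO wells and -100% = zero luminescence signal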
HSP90 inh: blocks HSP90-mediated luciferase refolding in reticulocyte lysate; Rabbit reticulocyte lysate, luciferase refolding luminescence, 3 h; inhibition, % at 5.6 µM; 290,000 tested, 0.91% active;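 active = inhibition above the screen-wide mean plus 3 SD, computed separately per campaign, cut at about 16% in these data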;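 note: 0% = DMSO wells and 100% = 60 µM geldanamycin wells; inhibitors lower the luminescence because luciferase stays unfolded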
AI-2 QS mod: modulates the Vibrio harveyi AI-2 quorum sensing system; Vibrio harveyi JMH597 AI-2 luminescence/OD600 ratio, 9 h; hits give low values; strain lacks LuxN and CqsS sensors; 0 = neutral-control median; activity change, % at 7.5 µM; 300,000 tested, 0.4% active; AID 2094; in the data active = activity change below about -75%, passing the limit was not always enough;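 note: luminescence divided by OD600 gain over 9 h not by final OD600 alone; inactives centre near 13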
IEC-6 tox: IEC-6 cytotoxicity, counter-screen for KLF5 inhibitors; luminescence viability; inhibition, % at 5 µM; 290,000 tested, 0.78% active; AID 1825; in the data active = inhibition above about 22%;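 note: 0% = plate median of test compound wells and 100% = cytotoxic reference compound wells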
aSyn UTR inh: MLPCN primary screen, SNCA 5' untranslated region | alpha-synuclein 5'UTR reporter, inhibitor activity | inhibition, % (tested at 7.5 µM) | 300,000 tested, 0.82% active | AID 1813; in the data active = inhibition above about 60%;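 note: H4 neuroglioblastoma cells stably carrying SNCA 5'UTR luciferase fusion; 0% = DMSO wells and 100% = positive control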
KLF5 inh: suppresses KLF5 promoter-driven expression; inhibition, % at 5 µM; AID 1700; 290,000 tested, 0.23% active; DLD-1 KLF5 promoter-luciferase reporter, luminescence;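 active = inhibition above a per-plate limit of that plate's mean compound inhibition plus 3 SD, cut at about 60% in these data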;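 note: 0% = DMSO wells and 100% = LY294002 at 200 µM; higher means less KLF5 promoter-driven luciferase light; inactives centre near -14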
HSF1 activator: increases HSF-1 driven luciferase reporter signal. NIH3T3-HGL HSF-1 luciferase reporter, MG132, 8 h; 100% = twice DMSO control signal. activation, % at 9 µM. 300,000 tested, 1.7% active. AID 504408;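 active = mean replicate activation of at least 50% with a set share of replicates each reaching 50%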;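 note: 0% = median of the neutral control wells and 100% = twice that signal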
GSK3 alpha inh: inhibitors of human GSK-3 alpha kinase. ADP-Glo luminescence, 60 min. P49840. 320,000 tested, 0.1% active. inhibition, % at 10 µM. AID 2650;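 in the data active = inhibition above about 50%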;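 note: GST-tagged GSK-3 alpha with peptide substrate and 25 µM ATP; 0% = DMSO neutral wells and 100% = GW8510 positive control wells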
Target sequence (P49840 whole entry, looked up): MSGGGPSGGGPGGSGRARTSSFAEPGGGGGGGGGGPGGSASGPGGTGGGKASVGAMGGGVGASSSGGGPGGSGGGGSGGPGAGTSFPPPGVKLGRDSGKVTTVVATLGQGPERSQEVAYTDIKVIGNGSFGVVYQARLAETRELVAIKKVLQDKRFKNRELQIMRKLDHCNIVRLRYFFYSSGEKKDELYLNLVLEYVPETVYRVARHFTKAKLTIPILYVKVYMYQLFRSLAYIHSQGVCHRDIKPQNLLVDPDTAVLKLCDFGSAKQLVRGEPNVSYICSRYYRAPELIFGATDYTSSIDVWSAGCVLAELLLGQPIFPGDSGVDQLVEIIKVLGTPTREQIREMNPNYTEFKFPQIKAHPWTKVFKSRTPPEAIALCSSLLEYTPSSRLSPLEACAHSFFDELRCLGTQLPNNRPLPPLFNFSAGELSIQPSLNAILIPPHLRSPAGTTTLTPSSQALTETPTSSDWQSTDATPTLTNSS
GSK3beta inhib: human GSK3beta kinase inhibition; P49841; GST-GSK3beta kinase, ADP-Glo luminescence, 60 min; hits give low values; activity score (negative = inhibition), % at 10 µM; 300,000 tested, 0.038% active;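 active = more than half of replicate wells score below -50%, meaning over 50% inhibition versus plate controls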;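 note: 0% = median DMSO wells and -100% = median GW8510 positive control wells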
Target sequence (P49841 whole entry, looked up): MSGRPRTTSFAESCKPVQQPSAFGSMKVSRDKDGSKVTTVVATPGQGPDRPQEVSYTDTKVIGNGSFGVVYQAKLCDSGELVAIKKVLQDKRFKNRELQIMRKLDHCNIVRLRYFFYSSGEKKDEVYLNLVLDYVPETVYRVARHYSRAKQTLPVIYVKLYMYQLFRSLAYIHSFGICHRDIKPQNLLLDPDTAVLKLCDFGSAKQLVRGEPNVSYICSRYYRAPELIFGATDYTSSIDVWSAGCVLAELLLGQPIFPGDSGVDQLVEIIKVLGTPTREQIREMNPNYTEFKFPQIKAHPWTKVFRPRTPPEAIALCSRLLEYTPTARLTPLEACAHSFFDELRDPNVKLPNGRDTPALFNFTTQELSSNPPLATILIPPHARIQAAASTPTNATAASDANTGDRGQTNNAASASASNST
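Assay system: GST-tagged human GSK3beta kinase, cell-free; Input: 1.6 ng GSK3beta; Medium: Tris/MgCl2 kinase buffer; Timing: 60 min enzyme reaction, room temperature; Signal: ADP-Glo luminescence quantifying ADP generated by kinase; Evaluation: score relative to plate controls; Benchmarks: DMSO neutral wells and GW8510 at 20 µM as positive.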
* hit, by the source's call; x = not tested or not shown.

SMILES | HIF act | HSF1 inh | HSP90 inh | AI-2 QS mod | IEC-6 tox | aSyn UTR inh | KLF5 inh | HSF1 activator | GSK3 alpha inh | GSK3beta inhib
Cc1ccc(C2=C/C(=C/c3cccnc3)C(=O)O2)c(C)c1 | 0.0 | 1 | -4 | 22 | 2 | -23 | -30 | 24 | x | 2
CC(=O)N1CCc2cc(Br)cc(S(=O)(=O)N3CCN(c4ccccn4)CC3)c21 | -1.1 | -3 | -1 | 23 | -4 | 15 | -63 | -9 | 0 | 1
CCS(=O)(=O)Nc1cccc(C2=NN(S(=O)(=O)c3ccc(F)cc3)C(c3cccs3)C2)c1 (stereo unspecified) | -56 | 10 | -2 | 23 | -6 | -4 | -8 | 38 | 0 | 3
O=C(N/C(=C/c1ccc(Br)cc1)C(=O)N1CCOCC1)c1cccs1 | 0.3 | 7 | -1 | -7 | 1 | 0 | 0 | 9 | -5 | 2
Cc1noc(C)c1Cn1nc(C(=O)O)c2ccccc2c1=O | -0.2 | -7 | -4 | 30 | 1 | -11 | -6 | 1 | 1 | 2
COc1cccc(C(=O)Nc2nnc(SCC(=O)Nc3ccc(NC(C)=O)cc3)s2)c1 | 0.0 | 15 | 3 | 23 | 2 | -10 | -74 | 21 | -3 | -2
CC(C)SCc1nc2ccccc2[nH]1 | x | x | 0 | x | -8 | x | -1 | x | -1 | x
COc1ccc(-n2c(=S)[nH]c3cc(C(=O)Nc4ccccc4OC)ccc3c2=O)c(OC)c1 | -21 | 1 | 0 | 23 | -8 | 19 | 4 | 1 | -1 | -2
Cc1nn(Cc2ccccc2)c(Cl)c1/C=N/NC(=O)CNc1cccc(C(F)(F)F)c1 | 0.0 | 1 | -7 | 24 | -9 | 13 | 9 | 2 | 2 | 1
O=C(Nc1ccc(Cl)cc1Cl)c1ccc2c(=O)n3c(nc2c1)CCC3 | 4.4 | 27 | x | 24 | x | -159 | x | 37 | -2 | 0
O=C(NNC(=O)C1CCN(Cc2cccc(F)c2)CC1)c1cccs1 | -0.5 | 0 | -2 | 36 | 2 | 6 | -49 | 6 | -1 | 2
Cn1c(=O)c2c(nc(Oc3ccccc3N)n2C)n(C)c1=O | -2.2 | -2 | -4 | 19 | -2 | 4 | -34 | -12 | -4 | -2
O=C1NC(c2ccccc2)=NC1(Nc1ccccn1)C(F)(F)F (stereo unspecified) | 0.1 | 6 | 4 | 8 | 0 | -19 | -3 | 4 | 0 | -2
CC(=O)c1cccc(NC(=O)CSc2ccc(-c3sc(C)nc3C)nn2)c1 | 0.3 | -2 | 4 | 17 | 4 | 15 | -21 | -15 | 1 | 2
Cc1ccc(N(Cc2ccc([N+](=O)[O-])cc2)C(=O)c2ccco2)cc1 | -0.4 | 12 | 1 | 6 | 2 | 14 | 13 | 20 | x | 2
C=CCOc1cccc(/C=N/NC(=O)CN2CCCCC2)c1 | 0.0 | 1 | -2 | 7 | 0 | -3 | -43 | 7 | -1 | 1
CS(=O)(=O)Nc1ccc(C(=O)N2CCCC2)cc1 | 0.0 | 2 | 2 | 6 | -4 | -2 | -13 | 9 | -3 | -2
COc1cc(O)c(C(CC(=O)N2CCCC(C)C2)c2ccc3c(c2)OCO3)c(OC)c1 (stereo unspecified) | 0.3 | 30 | x | 13 | x | 15 | x | 39 | -1 | -3
CCOC(=O)C1(C)NC(c2ccco2)C2C(=O)N(C)C(=O)C21 (stereo unspecified) | -0.3 | -8 | 1 | 26 | -1 | -11 | -23 | -10 | -3 | -4
Cc1cc2occ(CC(=O)N(C)CC(=O)Nc3c(C)cccc3C)c2cc1C | 3.1 | 9 | x | 15 | x | 14 | x | 6 | -4 | -2
Cc1ccc(OCc2cc(C(=O)N3CCCCCCC3)no2)cc1C | 2.0 | 7 | 2 | 0 | -13 | -44 | -78 | 20 | -2 | 5
COc1ccc(-c2cc(=O)c3cc(OC)c(OC)cc3[nH]2)cc1 | -0.6 | 1 | 0 | 21 | -1 | -36 | -4 | -11 | 2 | 1
CCc1nnc(NC(=O)CSc2ccc(Cl)cc2)s1 | -3.5 | -5 | -2 | 5 | 1 | -13 | -14 | -18 | 1 | -1
CCc1ccc(NC(=O)C2CCN(S(=O)(=O)c3cccs3)CC2)cc1 | -0.8 | 0 | -3 | x | 0 | -5 | -2 | 8 | 0 | x
O=C(NCc1ccccn1)C(=O)Nc1cc2c3c(c1)CC(=O)N3CCC2 | 0.6 | 1 | x | 19 | x | 11 | x | 7 | 0 | 1

Some of the entries so far, as comma-separated lines.
Structure,HIF act,HSF1 inh,HSP90 inh,AI-2 QS mod,IEC-6 tox,aSyn UTR inh,KLF5 inh,HSF1 activator,GSK3 alpha inh,GSK3beta inhib
Cn1c(=O)c2c(nc(Oc3ccccc3N)n2C)n(C)c1=O,-2.2,-2,-4,19,-2,4,-34,-12,-4,-2
O=C1NC(c2ccccc2)=NC1(Nc1ccccn1)C(F)(F)F (stereo unspecified),0.1,6,4,8,0,-19,-3,4,0,-2
CC(=O)c1cccc(NC(=O)CSc2ccc(-c3sc(C)nc3C)nn2)c1,0.3,-2,4,17,4,15,-21,-15,1,2
Cc1ccc(N(Cc2ccc([N+](=O)[O-])cc2)C(=O)c2ccco2)cc1,-0.4,12,1,6,2,14,13,20,x,2
C=CCOc1cccc(/C=N/NC(=O)CN2CCCCC2)c1,0.0,1,-2,7,0,-3,-43,7,-1,1
CS(=O)(=O)Nc1ccc(C(=O)N2CCCC2)cc1,0.0,2,2,6,-4,-2,-13,9,-3,-2
COc1cc(O)c(C(CC(=O)N2CCCC(C)C2)c2ccc3c(c2)OCO3)c(OC)c1 (stereo unspecified),0.3,30,x,13,x,15,x,39,-1,-3
CCOC(=O)C1(C)NC(c2ccco2)C2C(=O)N(C)C(=O)C21 (stereo unspecified),-0.3,-8,1,26,-1,-11,-23,-10,-3,-4
Cc1cc2occ(CC(=O)N(C)CC(=O)Nc3c(C)cccc3C)c2cc1C,3.1,9,x,15,x,14,x,6,-4,-2
Cc1ccc(OCc2cc(C(=O)N3CCCCCCC3)no2)cc1C,2.0,7,2,0,-13,-44,-78,20,-2,5
COc1ccc(-c2cc(=O)c3cc(OC)c(OC)cc3[nH]2)cc1,-0.6,1,0,21,-1,-36,-4,-11,2,1

Other entries:
SMILES | HIF act | HSF1 inh | HSP90 inh | AI-2 QS mod | IEC-6 tox | aSyn UTR inh | KLF5 inh | HSF1 activator | GSK3 alpha inh | GSK3beta inhib
COC(=O)/C=C1\N/C(=N/c2nc(C)c3cc(OC)ccc3n2)NC1=O | 1.6 | -7 | -1 | x | 1 | -32 | 0 | 0 | 1 | x
COc1ccc(NCc2nn(CC(=O)c3ccc(Br)cc3)c3[n+]2CCCCC3)cc1 | 0.2 | 9 | 1 | 11 | -1 | 5 | -3 | 2 | 6 | -3
Fc1ccc(Nc2c(-c3ccco3)nc3ccccn23)cc1 | -0.1 | 32 | -10 | 9 | -6 | 12 | -25 | 62* | x | 2
Cc1ccc(/C=N/NC(=O)Cc2ccc(O)cc2)s1 | 0.6 | 5 | 3 | 32 | 4 | -34 | -30 | -3 | 3 | -4
Cc1cc(NC(=O)c2ccco2)ccc1NC(=O)Cc1cccs1 | 0.7 | 4 | 0 | 19 | 1 | -28 | -3 | 10 | 0 | -2
Cc1nnc(SCc2ccccc2)nc1/C=C/NOCc1ccc(Cl)cc1Cl | -0.2 | 5 | -2 | 28 | -2 | 6 | -16 | 6 | -6 | 2
CC1=CC(C)C(C(=O)O)C(C(=O)N2CCN(C)CC2)C1 (stereo unspecified) | -0.3 | -4 | 1 | 3 | -2 | 1 | -11 | 22 | 1 | 1
CCOC(=O)C1CCCN(Cc2nc(C3CC3)no2)C1 (stereo unspecified) | -0.3 | -6 | -1 | 7 | -1 | -6 | -12 | -6 | -1 | 3
COc1cc(C(=O)NC(=S)Nc2ccc([N+](=O)[O-])cc2)cc(OC)c1OC | -0.3 | 0 | 4 | 8 | 4 | -6 | -4 | 1 | -6 | 1
CCSc1nnc(NC(=O)CSc2nnc(Cc3cccn3C)n2-c2ccc(C)cc2)s1 | -0.4 | 3 | 4 | 34 | -2 | 7 | -20 | 13 | 0 | -1
COc1ccc(S(=O)(=O)N2CCN(CC(=O)NC3CC3)CC2)cc1 | 0.0 | -7 | 1 | -12 | 2 | 1 | -27 | 0 | -6 | 0
CCN(CC(=O)Nc1ccc2c(c1)OCCO2)C(=O)CSCC(=O)Nc1ccc(C)cc1 | -50 | 0 | x | 13 | x | -10 | x | -2 | -1 | -2
COCCN(C(=O)COC(=O)CCn1c(C)csc1=O)c1c(N)n(Cc2ccccc2)c(=O)[nH]c1=O | 0.6 | -2 | x | 6 | x | 16 | x | 1 | -1 | 3
Cc1nnc(SCC(=O)Nn2cnnc2)s1 | -0.4 | -5 | 4 | 10 | -2 | -6 | -5 | 4 | -1 | 3
CCc1c(C)nc(N)n2c(SCC(=O)Nc3ccccc3)nnc12 | -0.7 | 5 | -2 | -1 | 1 | 15 | -36 | -8 | -2 | -21
CC(=O)NC(=S)Nc1ccc(-c2nc3ccc(C)cc3s2)cc1 | 2.5 | x | 0 | 19 | -4 | -272 | -101 | x | 0 | -5
Cc1ccc(/C=C(\C#N)c2nn(-c3ccccc3)c(N)c2C#N)cc1 | 9.8* | 12 | 0 | 22 | 7 | 29 | -51 | 13 | -3 | -3
NC(=O)CCn1nc(-c2ccccc2)c2ccccc2c1=O | -0.3 | -5 | 4 | 13 | -1 | 15 | -29 | -10 | 0 | -3
O=C(O)CC(CNS(=O)(=O)c1ccccc1)c1ccccc1 (stereo unspecified) | 0.0 | -4 | -8 | 30 | 2 | -8 | -23 | -6 | -1 | 0
CC(/C=N/Nc1ccc2nncn2n1)=C\c1ccccc1 | -0.2 | 4 | -5 | -7 | 1 | -72 | -24 | 2 | -1 | 4
O=C(CCC(=O)c1ccccc1)NCc1ccccc1 | 0.6 | -7 | 2 | 13 | 5 | -3 | -3 | -2 | -2 | 3
CCN(CC)C(=O)CSc1ncnc2c1cnn2-c1ccccc1 | 2.2 | 7 | -2 | -4 | 4 | -129 | -89 | 41 | -2 | 2
COc1ccc(C(=O)Nc2cccc(C)c2)cc1S(=O)(=O)N1CCOCC1 | -0.8 | -3 | -1 | 2 | 1 | 23 | 13 | 4 | 3 | 2
COc1ccc(Nc2nc(C)cc(=O)[nH]2)cc1 | -0.3 | -9 | 3 | -2 | -2 | 0 | -37 | -4 | -2 | 1
Cc1ccc(C)c(NC(=O)c2ccccc2NC(=O)C2CCCO2)c1 (stereo unspecified) | 0.2 | -1 | 0 | 36 | -5 | -3 | -15 | -3 | -1 | -5
CC(=O)Nc1cccc(Cn2cccn2)c1 | 0.1 | -3 | -1 | 2 | -2 | 3 | -27 | -4 | x | -3

Screening data deposited in PubChem by several laboratories.

No enrichment for hits; overall some 4.7% were active at least once.
